Source: PubChem (PCMD)
FXIIa inh = human FXIIa protease inhibitors, primary screen, biochemical, single well | 33,000 compounds, 0.2% hits | purified human FXIIa, AMC substrate fluorescence, 2 h | inhibition, % at 10 µM | Coagulation factor XII (Homo sapiens), P00748; in the data active means inhibition above about 30%;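 further: 0% = enzyme with vehicle only and 100% = no enzyme blank; many of its hits are not listed in these tables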
FXIa inh = human FXIa protease inhibitors, primary screen, biochemical, single compound per well; AID 687, 2007; Coagulation factor XI (Homo sapiens), P03951; purified human FXIa, fluorogenic AMC substrate cleavage; 33,000 compounds, 0.3% hits; inhibition, % at 10 µM;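 active means inhibition above 40% in the primary screen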;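 further: 0% = enzyme without compound and 100% = blank wells lacking enzyme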
Target sequence (P03951 19-387 limits assumed): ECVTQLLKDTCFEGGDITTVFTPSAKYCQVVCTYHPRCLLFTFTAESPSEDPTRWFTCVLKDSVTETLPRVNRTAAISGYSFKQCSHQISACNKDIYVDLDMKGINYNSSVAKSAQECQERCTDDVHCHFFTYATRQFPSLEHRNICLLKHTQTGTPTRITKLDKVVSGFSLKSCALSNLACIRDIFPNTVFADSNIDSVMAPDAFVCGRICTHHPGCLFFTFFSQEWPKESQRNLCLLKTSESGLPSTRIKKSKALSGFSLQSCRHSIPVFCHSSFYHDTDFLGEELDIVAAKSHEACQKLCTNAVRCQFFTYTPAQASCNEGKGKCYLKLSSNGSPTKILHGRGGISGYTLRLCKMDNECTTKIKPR
Target sequence (P03951 388-625 limits assumed): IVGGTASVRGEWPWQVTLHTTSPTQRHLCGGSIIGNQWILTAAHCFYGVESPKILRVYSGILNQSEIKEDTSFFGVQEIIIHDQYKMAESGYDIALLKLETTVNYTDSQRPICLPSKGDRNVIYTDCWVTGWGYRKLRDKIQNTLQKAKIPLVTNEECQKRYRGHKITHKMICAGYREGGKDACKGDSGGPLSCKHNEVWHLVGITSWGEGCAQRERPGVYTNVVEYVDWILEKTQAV
The depositor's hits bear a star. The list is partial. The share of hits here may be higher or lower than overall.

How did Cc1ccc(-n2c(O)c(C=Nc3ccccc3N)c(=O)[nH]c2=O)cc1C do in these assays?
FXIIa inh: 10; FXIa inh: -2

What do the screens show for `COc1ccc(-n2c(=O)[nH]c3ccccc3c2=O)cc1`?
FXIIa inh: 5; FXIa inh: 36

What do the screens show for `Cc1nn(C2CCOC(C)(C)C2)c2c1C(c1ccc3c(c1)OCO3)SCC(=O)N2` (stereo not drawn)?
FXIIa inh: 3; FXIa inh: 1

Results for CSCCC(N=Cc1c(O)n(-c2ccc(Cl)cc2)c(=O)[nH]c1=O)C(=O)OC(C)(C)C (stereo not drawn) ?
FXIIa inh: 16; FXIa inh: 2

How did CC(C)CCn1c(=O)c(C(=O)Nc2ccccc2S(N)(=O)=O)c(O)c2ccccc21 do in these assays?
FXIIa inh: -7; FXIa inh: 1

What do the screens show for `O=C(c1ccco1)c1cn(Cc2ccccc2)c2ccccc12`?
FXIIa inh: 3; FXIa inh: -6

Results for Nc1ncc(P(=S)(N2CCOCC2)N2CCOCC2)s1 ?
FXIIa inh: -9; FXIa inh: -3

What do the screens show for `Cc1nnc2n1-c1ccc(Cl)cc1C(c1ccccc1)=NC2`?
FXIIa inh: 4; FXIa inh: 0

Results for O=C(NCC(c1cccnc1)N1CCN(c2ccccc2F)CC1)Oc1ccccc1 (stereo not drawn) ?
FXIIa inh: 3; FXIa inh: 3

What do the screens show for `O=C(c1ccccc1F)c1cn(CC(=O)N2CCCCC2)c2ccccc12`?
FXIIa inh: 7; FXIa inh: -11

What do the screens show for `CCCCn1c(O)c(C(CC)=NCc2cc(OC)cc(OC)c2)c(=O)[nH]c1=O`?
FXIIa inh: 5; FXIa inh: 35

How did CSc1ncc(Cl)c(C(=O)O)n1 (tested in a mixture with another compound) do in these assays?
FXIIa inh: 4; FXIa inh: -5

Results for COC(=O)C1CN(C#N)N(c2ccc(Cl)cc2)C12c1ccccc1-c1ccccc12 (stereo not drawn) ?
FXIIa inh: 5; FXIa inh: 3

What do the screens show for `CC1CCC/C=C/C2CC(O)CC2C(O)/C=C/C(=O)O1` (stereo not drawn)?
FXIIa inh: 3; FXIa inh: 6

What do the screens show for `NCC1(CC(=O)O)CCCCC1`?
FXIIa inh: 8; FXIa inh: 7

Pulled by structure from above, two records:
What do the screens show for `O=C(c1ccco1)c1cn(Cc2ccccc2)c2ccccc12`?
FXIIa inh: 3; FXIa inh: -6

What do the screens show for `NCC1(CC(=O)O)CCCCC1`?
FXIIa inh: 8; FXIa inh: 7

New compounds follow
What do the screens show for `CC(=O)Nc1cc(C(=O)N2CCC3(CC2)OCCO3)ccc1S(=O)(=O)c1ccc(Cl)cc1`?
FXIIa inh: 6; FXIa inh: -1

What do the screens show for `O=C(c1cc(-c2cccnc2)nc2ccc(Cl)cc12)N1CCC2(CC1)OCCO2`?
FXIIa inh: -10; FXIa inh: -1

How did CCCCN1CCC(O)(c2ccccc2)C(C(=O)c2ccccc2)C1 (stereo not drawn) do in these assays?
FXIIa inh: 1; FXIa inh: -1

How did O=c1[nH]c(=O)n(Cc2ccc(F)cc2)c(O)c1C=NCCCn1ccnc1 do in these assays?
FXIIa inh: 7; FXIa inh: 3

Results for CCCCP(=O)(O)c1ccccc1 ?
FXIIa inh: -1; FXIa inh: -3

How did CCC(=NCc1cc(OC)cc(OC)c1)c1c(O)n(C)c(=O)n(C)c1=O do in these assays?
FXIIa inh: 6; FXIa inh: -9

Results for CCC1(c2ccccc2)C(=O)N(C)C(=O)N(C)C1=O ?
FXIIa inh: 12; FXIa inh: -8

Results for O=C(C1CCC(=O)N1C1CCCC1)N1CCC2(CC1)OCCO2 (stereo not drawn) ?
FXIIa inh: -12; FXIa inh: -13

What do the screens show for `CN1CCN(C(=O)Cc2nc3ccccc3[nH]2)CC1`?
FXIIa inh: 4; FXIa inh: 5

As a working copy, some entries already given:
What do the screens show for `NCC1(CC(=O)O)CCCCC1`?
FXIIa inh: 8; FXIa inh: 7

What do the screens show for `CC(=O)Nc1cc(C(=O)N2CCC3(CC2)OCCO3)ccc1S(=O)(=O)c1ccc(Cl)cc1`?
FXIIa inh: 6; FXIa inh: -1

What do the screens show for `O=C(c1cc(-c2cccnc2)nc2ccc(Cl)cc12)N1CCC2(CC1)OCCO2`?
FXIIa inh: -10; FXIa inh: -1

How did CCCCN1CCC(O)(c2ccccc2)C(C(=O)c2ccccc2)C1 (stereo not drawn) do in these assays?
FXIIa inh: 1; FXIa inh: -1

How did O=c1[nH]c(=O)n(Cc2ccc(F)cc2)c(O)c1C=NCCCn1ccnc1 do in these assays?
FXIIa inh: 7; FXIa inh: 3

Results for CCCCP(=O)(O)c1ccccc1 ?
FXIIa inh: -1; FXIa inh: -3

How did CCC(=NCc1cc(OC)cc(OC)c1)c1c(O)n(C)c(=O)n(C)c1=O do in these assays?
FXIIa inh: 6; FXIa inh: -9
